G6PDH CS: L. mesenteroides G6PDH inhibition counter-screen | Purified L. mesenteroides G6PDH, diaphorase/resazurin coupled fluorescence, 45 min | inhibition, % at 5 µM | 0.12% of 200,000 active
S1P3 antag: S1P3 (human) receptor antagonism | Q99500 | CHO S1P3 NFAT-BLA reporter, FRET fluorescence, antagonist mode | inhibition, % at 4.98 µM | 0.27% of 170,000 active;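 active = inhibition above the plate cutoff, the mean inhibition of test wells on that plate plus 3 SD, cut at about 28% in these data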;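 note: cells challenged with S1P at its EC80 of 0.8 µM; blue over green emission ratio from cleaved BLA substrate after 4 h stimulation; 0% = S1P-stimulated wells and 100% = unstimulated DMSO-only wells; some compounds past the cut are filed as inactive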
Target sequence (Q99500 whole entry, looked up): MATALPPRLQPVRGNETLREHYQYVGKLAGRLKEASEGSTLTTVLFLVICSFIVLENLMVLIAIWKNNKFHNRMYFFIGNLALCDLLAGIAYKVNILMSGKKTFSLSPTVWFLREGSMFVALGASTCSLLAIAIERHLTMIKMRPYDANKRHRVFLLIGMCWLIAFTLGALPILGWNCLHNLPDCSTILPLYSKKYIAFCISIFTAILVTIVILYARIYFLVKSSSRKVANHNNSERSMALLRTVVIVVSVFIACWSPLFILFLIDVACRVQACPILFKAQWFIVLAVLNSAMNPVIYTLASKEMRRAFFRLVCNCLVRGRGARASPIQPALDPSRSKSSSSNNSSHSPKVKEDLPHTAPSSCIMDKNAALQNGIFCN
Diaphorase act: counter-screen for diaphorase-based assays: diaphorase activators and chemical reducers; 0.005% of 190,000 active; activation factor at 20 µM; AID 1229; Diaphorase/resazurin coupled assay, resorufin fluorescence, 16 min; stronger effect = higher value; 1 = vehicle wells, 0 = NADH-free wells;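 active = diaphorase activity raised at least twofold by the compound at 20 µM; inactive = activation factor below 2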
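Measured by – red resorufin fluorescence at 544/590 nm excitation/emission · Test system – Clostridium kluyveri diaphorase, purified enzyme · Incubation – reaction time 16 min, room temperature · Buffer or medium – 50 mM HEPES pH 7.4 with 4.542 mM MgCl2, 0.005% Tween 20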
Hsp70 act: transcriptional activators of Hsp70; HeLa Hsp70 promoter luciferase reporter, luminescence; scaled: vehicle 0, proteasome-inhibitor control 100%; activation, % at 10 µM; 0.04% of 200,000 active;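 active = activation above the mean across all tested compounds plus 3 SD, cutoff set per campaign, cut at about 5.5% in these data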;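 note: 100% = MG132 at 30 µM as the positive control and 0% = DMSO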
RAM inhibit: blocks the yeast RAM network; inhibition, % at 50 µM; 1.8% of 190,000 active; S. cerevisiae dse1pr::URA3 reporter, 5-FOA growth OD615, 2 d; analog-sensitive cbk1-as2 kinase mutant strain;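 active = inhibition above a set limit, 3 SD over mean compound inhibition, cut at about 8.4% in these data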;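 note: 0% = DMSO-only wells with no growth and 100% = 10 µM 1-NA-PP1 full growth; inhibition rescues growth on 5-FOA so higher OD means more RAM inhibition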
TLR4-MyD88 BLA: blocks binding of human TLR4 to MyD88; HeLa CL3-4 TLR4/MyD88 BLA complementation, FRET ratio; O00206+Q99836; inhibition, % at 8.4 µM; AID 861; 0.18% of 200,000 active; in the data active = inhibition above about 25%;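 note: 0% = vehicle and 100% = reference inhibitor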
PMI act satM6P: PMI (human) activation, high substrate | AID 1216 | 0.34% of 190,000 active | coupled PMI enzyme assay, resazurin fluorescence, 20 min; stronger effect = higher value; 1 = untreated enzyme, 0 = substrate-free blank | P34949 | activation factor at 20 µM;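 active = activation factor of 2 or more at 20 µM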
Target sequence (P34949 whole entry, looked up): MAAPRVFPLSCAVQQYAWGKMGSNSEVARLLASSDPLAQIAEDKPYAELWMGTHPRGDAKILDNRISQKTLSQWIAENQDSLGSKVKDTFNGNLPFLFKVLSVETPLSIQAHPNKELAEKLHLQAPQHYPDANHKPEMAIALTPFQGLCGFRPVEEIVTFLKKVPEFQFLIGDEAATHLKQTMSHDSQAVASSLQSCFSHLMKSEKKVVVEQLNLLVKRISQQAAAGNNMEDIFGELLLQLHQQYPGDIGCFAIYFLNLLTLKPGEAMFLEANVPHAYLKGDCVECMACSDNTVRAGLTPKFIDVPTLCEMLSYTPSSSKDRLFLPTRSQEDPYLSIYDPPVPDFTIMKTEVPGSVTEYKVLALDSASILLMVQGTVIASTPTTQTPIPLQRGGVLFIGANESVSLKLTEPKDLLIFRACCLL
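Test system: human PMI in coupled enzyme assay; Input: PMI at 15 ng/mL final; Medium: HEPES buffer, pH 7.4; Schedule: 20 min incubation at room temperature; Technique: resorufin fluorescence at Ex 544/Em 590 nm; Compound: 20 µM single dose; Probe or stimulus: Near-saturating mannose-6-phosphate, 1.0 mM.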
DTT redox prof: compounds producing H2O2 with reducing agent – biochemical, NIH compound library profiling, artefact control for MLSCN library redox annotation, primary screen | DTT-dependent redox cycling H2O2, phenol red/HRP absorbance; 100% = 100 µM peroxide control, 0% = buffer | AID 878 | activation, % at 10 µM | 0.03% of 200,000 active;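 active = activation of at least 50% relative to the plate's high and low controls in the primary single-dose screen; inactive = activation below 50%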;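 note: compound incubated with DTT at 0.8 mM final as the reducing agent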
Diaph inh CS: inhibits diaphorase or chemically oxidizes, flagging diaphorase assay artifacts; diaphorase resazurin-to-resorufin fluorescence, NADH, 16 min; bacterial (C. kluyveri) enzyme, not human; inhibition, % at 20 µM; 0.69% of 190,000 active; AID 1217;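 active = primary screen inhibition at 20 µM above a set limit, cut at about 50% in these data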;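 note: plate controls were DMSO with full reaction for no effect and wells lacking NADH for full effect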
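Assay system – diaphorase enzyme from Clostridium kluyveri · Amount – diaphorase 0.14 U/mL (working solution) · Times – reaction incubation of 16 min at room temperature · Controls – No-NADH positive control and DMSO neutral control · Signal – resorufin fluorescence 544/590 nm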
Lmaj promast: inhibitors of Leishmania major promastigote growth; 9% of 200,000 active; Leishmania major promastigotes, resazurin fluorescence viability; inhibition, % at 10 µM;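 note: promastigotes grown with compound for 44 hours at 28 °C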
PMI activator: phosphomannose isomerase (human) activation; P34949; purified human PMI, coupled resazurin fluorescence, 20 min; stronger effect = higher value; 1 = vehicle control, 0 substrate-free wells; activation factor at 20 µM; 0.005% of 190,000 active; AID 1214;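 active = activation factor of 2 or more at 20 µM, relative to plate controls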
* = called active by the depositor; / = not tested or not shown. Cut-off read from the data, not from the text of the source, unless noted: active = inhibition above about 50%; inactive = the rest. A portion of the library; the hit share may differ from the screen's.

SMILES | G6PDH CS | S1P3 antag | Diaphorase act | Hsp70 act | RAM inhibit | TLR4-MyD88 BLA | PMI act satM6P | DTT redox prof | Diaph inh CS | Lmaj promast | PMI activator
CC(=NCCN1CCCCC1)c1c(O)[nH]c(=O)[nH]c1=O | 1.3 | -35.2 | 1 | -0.2 | 0.8 | 5.2 | 1 | -0.3 | 2.2 | 5.8 | 0.9
N#CCCn1cc(C(=O)NCc2ccccc2)c(-c2ccc3c(c2)OCCO3)n1 | 13.1 | -7.2 | 0.9 | -0.2 | 1.0 | 7.8 | 1 | -1.3 | 14.5 | -3.1 | 1
COc1cccc(CN2CCN(C(=O)COc3ccc4ccccc4c3)CC2)c1 | 6.2 | / | 0.8 | -0.3 | 2.0 | -5.1 | 1 | -0.8 | 21.1 | 47.9 | 1.1
COc1ccc(CN2CCN(c3ccccc3F)CC2)c(OC)c1 | 5.4 | -31.2 | 0.8 | -0.1 | 1.0 | 29.3* | 0.9 | -2.8 | 24.9 | 9.4 | 0.9
O=C(c1ccc2c3c(cccc13)CC2)C1CCCN(CC2CC2)C1 (configuration not stated) | 4.0 | 2.2 | 1.1 | -0.5 | 0.9 | 15.3 | 1 | -0.1 | -6.5 | 98.9* | 1
Nc1c2c(nc3sc4c(c13)CCCC4)CCCC2 | 16.4 | 2.0 | 0.9 | 0.1 | 0.7 | -5.4 | 0.9 | 0.2 | 7.2 | 92.1* | 1
c1ccc(C2NCc3ccccc3-n3cccc32)cc1 (configuration not stated) | 8.8 | 6.8 | 0.8 | -0.1 | 2.3 | 4.9 | 0.9 | -0.5 | 15.2 | 9.9 | 0.9
CCCCC(=O)N/N=C/c1c(O)n(CC)c(=S)n(CC)c1=O | -1.3 | 4.7 | 1 | -0.4 | 5.6 | -11.3 | 1.2 | 0.5 | 2.4 | -5.9 | 1.1
COc1ccccc1CCNC1CCC(C(C)(C)C)CC1 (configuration not stated) | 10.3 | / | 1 | -0.1 | 0.7 | 5.7 | 1 | -4.9 | -0.1 | 100.5* | 1
O=[N+]([O-])/C=C1/NCCN1Cc1ccc(Cl)nc1 | 9.3 | 5.4 | 0.9 | -0.2 | 0.0 | -0.7 | 1 | 0.6 | 5.6 | -7.3 | 1
CC(=O)Nc1ccccc1C(=O)OCC(=O)c1ccc2c(c1)OCCO2 | -8.0 | -8.0 | 1 | 0.0 | 5.1 | -10.7 | 0.9 | 0.1 | 2.5 | -7.6 | 0.9
Cc1cc(N2C(=O)C3CCCN3C2c2ccc(Cl)c(Cl)c2)no1 (configuration not stated) | -0.8 | 26.3 | 0.9 | -0.1 | 0.7 | -6.6 | 1 | 0.7 | 11.8 | -2.3 | 0.9

Some of the entries so far, with values under each structure.
Values run as follows: G6PDH CS, S1P3 antag, Diaphorase act, Hsp70 act, RAM inhibit, TLR4-MyD88 BLA, PMI act satM6P, DTT redox prof, Diaph inh CS, Lmaj promast, PMI activator
CC(=NCCN1CCCCC1)c1c(O)[nH]c(=O)[nH]c1=O
 : 1.3, -35.2, 1, -0.2, 0.8, 5.2, 1, -0.3, 2.2, 5.8, 0.9
N#CCCn1cc(C(=O)NCc2ccccc2)c(-c2ccc3c(c2)OCCO3)n1
 : 13.1, -7.2, 0.9, -0.2, 1.0, 7.8, 1, -1.3, 14.5, -3.1, 1

Carrying on.
SMILES | G6PDH CS | S1P3 antag | Diaphorase act | Hsp70 act | RAM inhibit | TLR4-MyD88 BLA | PMI act satM6P | DTT redox prof | Diaph inh CS | Lmaj promast | PMI activator
O=Cc1cn(Cc2ccc(F)cc2Cl)c2ccccc12 | 2.6 | 9.6 | 0.9 | -0.4 | 0.6 | 13.9 | 1 | 0.3 | 8.5 | 4.3 | 0.9
N#CC[N+]1(CCCNP2(=O)C=C(c3ccccc3)OC(c3ccccc3)=C2)CCOCC1 | 5.1 | -4.6 | 1 | 0.0 | -0.8 | -3.5 | 1 | -1.6 | 0.4 | -7.1 | 1.1
c1ccc2c(CNC3CCCCCC3)c[nH]c2c1 | 6.9 | / | 1 | -0.4 | 1.0 | -1.2 | 1 | 0.0 | 2.2 | 45.5 | 1
Cc1cc(C=O)c(C)n1C(C)C | 6.4 | -13.9 | 1 | -0.1 | 2.0 | -2.5 | 1 | -0.4 | -4.5 | 0.6 | 1
Cc1nc2ccc(P(=O)(O)O)cc2s1 | 5.1 | 20.2 | 0.9 | -0.1 | 0.8 | -0.9 | 1 | 0.2 | 11.1 | -5.3 | 1.2
COc1c(C)cc(C(=O)C2CCCN(Cc3cnc(C)s3)C2)cc1C (configuration not stated) | 12.7 | 0.7 | 0.8 | -0.2 | -0.4 | -8.7 | 0.9 | -1.0 | 16.3 | 70.2* | 0.9
C=CCn1c(O)c(C(CC)=NC(C)c2ccccc2)c(=O)[nH]c1=O (configuration not stated) | 5.9 | / | 1.1 | -0.4 | 0.9 | 4.2 | 1 | -5.0 | -13.3 | 4.3 | 1.1
CC12CCC3C(CC=C4CC(O)CCC43C)C1C/C(=C\c1cccc(F)c1)C2=O (configuration not stated) | -24.8 | -15.5 | 0.8 | -0.6 | 4.0 | 0.6 | 1 | 1.0 | 15.9 | -4.8 | 0.9
Cc1cccc2c(CCN)c[nH]c12 | 9.0 | -20.4 | 0.9 | -0.3 | 1.7 | 9.2 | 0.9 | 0.2 | 12.1 | 0.3 | 1.1
Cc1ccc(-c2nn(Cc3ccccc3)cc2C=O)cc1 | -9.1 | -4.4 | 0.9 | -0.2 | 0.3 | -12.8 | 1 | -0.4 | 10.0 | 35.6 | 1
COc1ccc(-n2c(SC)nc3ccccc3c2=O)cc1 | 1.8 | / | 0.9 | 0.0 | 4.4 | 4.6 | 0.9 | 1.4 | 13.5 | 5.1 | 0.9
CC1CC(C)CN(CC(=O)c2ccc(OC(F)F)cc2)C1 (configuration not stated) | 23.2 | -14.5 | 0.9 | -0.3 | -0.1 | -3.9 | 1.1 | 0.5 | 7.1 | -6.8 | 1.2
CC1=NN(c2ccccc2)C(=O)C1/C=C1\C(=O)NC(=O)N(c2ccc(C)c(C)c2)C1=O (configuration not stated) | -1.6 | / | 1 | -0.2 | 3.4 | -8.6 | 1.3 | 0.1 | -1.2 | -9.3 | 1.2
Cc1ccc(C(=O)C2CN3CCC2CC3)cc1 (configuration not stated) | 37.4 | -5.1 | 0.9 | -0.3 | -0.2 | -3.6 | 1 | 2.0 | 8.0 | 73.5* | 0.9
O=C(NCC(c1cccnc1)N1CCN(c2ccc(F)cc2)CC1)Oc1ccccc1 (configuration not stated) | 15.8 | / | 1 | -0.1 | -1.2 | -2.5 | 0.9 | 2.2 | 2.6 | 92.6* | 1
O=C(c1ccc(C(F)(F)F)cc1)C1CCCN(C2CCSCC2)C1 (configuration not stated) | 16.4 | -10.0 | 0.8 | 0.2 | -0.8 | 14.1 | 0.9 | -1.5 | 25.0 | 91.9* | 0.8
COCCCn1c(N)c(C(=O)Nc2sc3c(c2C(=O)OC)CCCC3)c2nc3ccccc3nc21 | 4.1 | / | 0.7 | -0.4 | 5.5 | -5.3 | 0.8 | -8.0 | 30.8 | -5.1 | 0.8
COc1ccccc1NC1(C#N)CCCCC1 | 11.2 | 13.2 | 0.8 | -0.1 | 1.1 | -2.1 | 0.6 | -2.3 | 20.4 | -3.6 | 0.8
O=[N+]([O-])c1cc(F)c(N2CCCC2)cc1Br | -8.9 | 0.8 | 0.9 | -0.3 | 1.5 | -5.4 | 0.7 | -1.3 | 11.0 | -8.7 | 0.9
COc1c(C)cc(C(=O)C2CCCN(Cc3cccc(C)n3)C2)cc1C (configuration not stated) | 10.6 | -1.8 | / | -0.4 | 1.2 | 9.6 | / | 0.5 | / | 33.3 | /
COc1ccc(CCN(C)Cc2ccncc2)cc1OC | 16.4 | -10.1 | 1 | -0.4 | -0.1 | -2.0 | 1 | 3.3 | 3.3 | 1.3 | 0.9
COCc1c(CN)cnc(C)c1N | -1.1 | -12.5 | 0.8 | 0.0 | 0.2 | 6.3 | 1 | 4.0 | 23.9 | -0.3 | 1
CC(C)Oc1cccc(NC(=O)c2cccn(Cc3ccc4c(c3)OC(F)(F)O4)c2=O)c1 | -12.7 | / | 0.7 | 0.0 | 13.0* | 13.3 | 0.8 | 2.3 | 25.2 | -3.1 | 0.8
CCN(CC)P(=S)(c1c(C)nc2ccccn12)c1c(C)nc2ccccn12 | 3.5 | -3.6 | 0.9 | -0.1 | 0.4 | -9.1 | 1.1 | 0.9 | 14.0 | 14.5 | 1

The last two records of the section above are carried over, then new ones follow.
SMILES | G6PDH CS | S1P3 antag | Diaphorase act | Hsp70 act | RAM inhibit | TLR4-MyD88 BLA | PMI act satM6P | DTT redox prof | Diaph inh CS | Lmaj promast | PMI activator
CC(C)Oc1cccc(NC(=O)c2cccn(Cc3ccc4c(c3)OC(F)(F)O4)c2=O)c1 | -12.7 | / | 0.7 | 0.0 | 13.0* | 13.3 | 0.8 | 2.3 | 25.2 | -3.1 | 0.8
CCN(CC)P(=S)(c1c(C)nc2ccccn12)c1c(C)nc2ccccn12 | 3.5 | -3.6 | 0.9 | -0.1 | 0.4 | -9.1 | 1.1 | 0.9 | 14.0 | 14.5 | 1
CC(NC(C)(C)C)C(=O)c1cccc(Cl)c1 (configuration not stated) | 2.8 | -4.1 | 1 | -0.2 | -0.4 | -10.7 | 0.9 | -0.3 | -3.1 | -6.8 | 1.2
CCOC(=O)N(CC)c1ccc(C(O)(C(=O)OC)C(F)(F)F)cc1 (configuration not stated) | -9.9 | -6.4 | 0.8 | 0.1 | 0.6 | -0.7 | 0.9 | 1.8 | 16.3 | 91.2* | 1
OCCOCC#CCN1CCOCC1 | 0.0 | / | 0.8 | -0.3 | -0.1 | 6.8 | 1 | 0.3 | 18.6 | 1.6 | 1
COCCNP(=O)(c1ccccc1)c1nc2ccccc2s1 (configuration not stated) | -2.3 | / | 1 | -0.2 | 0.2 | -2.3 | 1 | -0.3 | 1.2 | 2.4 | 1
C=C1C[C@]2(O)[C@@]3(C)CCC(=O)C(C)(C)C3=C(O)C(=O)[C@@]2(C)[C@@H]2C(=O)O[C@@](C)(C(=O)OC)C(=O)[C@@]12C | 6.1 | -14.4 | 0.9 | -0.2 | 1.3 | 2.2 | 0.8 | 0.7 | 9.5 | -13.8 | 1
Cc1cccc(-n2c(CN3C(=O)c4ccccc4C3=O)nc3ccccc3c2=O)n1 | / | -8.7 | / | -0.2 | / | -7.4 | / | -3.1 | / | -6.8 | /
Nc1ccc(Cl)cc1C(=O)c1ccccc1 | 7.8 | -15.0 | 0.8 | 0.0 | -0.5 | 0.2 | 0.9 | -0.5 | 17.1 | -4.0 | 0.9

Screening data (PubChem)
